Screens as filed in PubChem BioAssay.
A549 viability = kills or reduces viability of A549 cells in Nrf2 counter-screen; A549 ARE-Fluc cells, CellTiter-Fluor viability, 18-24 h; Potency, µM (top dose mostly 46 µM), for the others: at the top dose activity change, negative = cytotoxicity, actives largely listed as inhibitors; 390,000 tested, 0.16% active; note: potency is the fitted concentration of half-maximal effect; % is set by controls: 0 for no effect and ±100 for the full control effect
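Cytotoxicity counterscreen: CellTiter-Fluor fluorescence was measured in A549 ARE_Fluc cells after 18-24 h of compound exposure in a concentration series. The subsequent BugLite luminescent read reports ARE-luciferase activity.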
MmCpn inh = blocks the Methanococcus maripaludis chaperonin Mm-Cpn. purified Mm-Cpn ATPase, ADP Transcreener TR-FRET. Potency, µM (highest dose often 76.9 µM), for inactives: at the top dose activity, negative = inhibition, hits mostly inhibitors. AID 504842. 330,000 tested, 0.031% active; note: potency is the fitted concentration of half-maximal effect; % is set by controls: 0 for no effect and ±100 for the full control effect; nearly all actives have a fitted effect of over 80% in size
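Reaction buffer contained 30 mM Tris pH 7.4, 100 mM KCl, 5 mM MgCl2 and 1 mM DTT. Mm-CPN (25 nM final) hydrolysed 10 uM ATP over 30 min at 37°C; ADP was read by HTRF.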
TGFb SMAD3 inh = TGF-b pathway inhibition | HepG2 CAGA-GFP TGF-b/SMAD3 reporter, GFP fluorescence, 18 h; TGF-beta stimulated, 500 pg/mL final | 410,000 tested, 1.2% active | AID 588855 | Potency, µM (top dose mostly 46.1 µM), for the others: top-dose activity, negative = inhibition, usual class: inhibitors; note: potency is the fitted concentration of half-maximal effect; % is set by controls: 0 for no effect and ±100 for the full control effect; nearly all actives have a fitted effect of over 65% in size
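GFP signal (ex488/em500-530) from TGF-beta-stimulated HEPG2 CAGA-GFP cells, 500 pg/mL final, 18 h at 37 degrees C in DMEM plus 1% FBS, normalized to unstimulated and DMSO-stimulated controls.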
pAkt inh = Akt phosphorylation inhibition; Neuro2A IGF-stimulated pAkt S473 HTRF, 20 min; hits give low values; activity change, % for hits at 50 µM; 360,000 tested, 0.32% active; AID 651550; in the data active = activity change below about -80%; inconclusive = mostly about -51% to -80%; note: % is set by controls: 0 for no effect and ±100 for the full control effect
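Single-point screen (50 µM final compound) in Neuro2A cells stimulated 20 min with 6 nM IGF at 37 deg C. After lysis, Ser473-phosphorylated Akt read by HTRF (ex 330 nm, em 615/665 nm) as the 665/615 ratio.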
Abeta yeast res = restores growth of yeast expressing A-beta42 peptide; yeast expressing A-beta42, growth rescue, OD600, 48 h; response scale: 0% DMSO, 100% iron-clioquinol control; Potency, µM (series often up to 46.1 µM), for the others: at the highest dose growth rescue, usual class: activators; 410,000 tested, 0.063% active; AID 1347071; note: potency is the fitted concentration of half-maximal effect; nearly all actives have a fitted effect of over 55% in size
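Yeast growth medium received pinned compounds, then yeast cells expressing toxic A-beta were added; plates incubated at 30 C for 48 hr. Growth read as absorbance at 600 nm, normalized to DMSO and equimolar FeCl3 plus clioquinol controls.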
CCT chaperon mod = changes cytosolic chaperonin activity | 360,000 tested, 0.3% active | purified chaperonin ATPase assay, HTRF ADP detection, 30 min | activity change, % (test concentration not listed), hits read low; in the data active = activity change below about -30%; note: % is set by controls: 0 for no effect and ±100 for the full control effect
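TRiC (40 or 20 nM final, by batch activity) in 30 mM Tris pH 7.4, 100 mM KCl, 5 mM MgCl2, 1 mM DTT was treated with compound at 76 uM single dose, then 10 uM ATP, 30 min at 37 °C. ADP was read by HTRF Transcreener.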
Nrf2 ARE act = activators of Nrf2 (ARE) signaling; AREc32 ARE-luciferase reporter (MCF7-derived line), luminescence, 24 h; Potency, µM (series often up to 46.1 µM), inactives show at the top dose activation, most hits filed as activators; 410,000 tested, 0.31% active; AID 624171; note: potency is the fitted concentration of half-maximal effect; % of control where 0% means no effect; nearly all actives have a fitted effect of over 65% in size
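Luminescent ARE reporter assay in AREc32_Fluc cells: overnight plating at 37 deg C, 24 hr compound incubation, Steady-Glo added, 30 min RT before reading.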
HepG2 tox = kills HepG2 cells in TGF-b inhibitor counter-screen; 410,000 tested, 0.76% active; HepG2 CAGA-GFP viability, ATP luminescence, 18 h; Potency, µM (doses to about 46.1 µM), for the others: at the highest dose activity change, negative = cytotoxicity, hits mostly cytotoxic; note: potency is the fitted concentration of half-maximal effect; some results filed as inactive show a strong effect at the top dose
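HepG2 CAGA-GFP cells (1000/well, DMEM with 1% FBS) received compound, then TGF-beta at 500 pg/mL final, and were incubated 18 hours at 37 degrees C. Viability was read by CellTiter-Glo luminescence. Media-only wells were set as complete cell-killing and DMSO as no toxicity.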
Nrf2 inh = blocks Nrf2 signaling. 360,000 tested, 2.1% active. AID 504444. A549 ARE-Fluc reporter, luciferase luminescence, 18-24 h. Potency, µM (top dose mostly 46 µM), for inactives: at the highest dose activity change, negative = inhibition, hits mostly inhibitors; note: potency is the fitted concentration of half-maximal effect; % is set by controls: 0 for no effect and ±100 for the full control effect; nearly all actives have a fitted effect of over 60% in size
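Nrf2 function is reported as luminescence of an ARE-controlled luciferase in A549 cells. Compounds were tested at several concentrations, and a CellTiter-Fluor read on the same wells flagged cytotoxicity.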
* hit, by the source's call; i = inactive; ? = inconclusive; . = no result given; & = joins results of further samples. Unless noted, calls come from the whole dose curve; as a rule, active = well fitted curve in the direction sought with a large enough effect; inconclusive = small, poorly fitted or top-dose-only effect, or another doubt; inactive = no such curve, though single readings can be large; an effect the other way counts as inactive or inconclusive.

SMILES	A549 viability	MmCpn inh	TGFb SMAD3 inh	pAkt inh	Abeta yeast res	CCT chaperon mod	Nrf2 ARE act	HepG2 tox	Nrf2 inh
COc1ccc(CN2C(=O)c3ccccc3C2c2nnnn2-c2ccc3c(c2)OCCO3)cc1 (stereo not given)	.	.	.	i	-13%	1.5	-1.2%	.	.
O=C(Cn1nnc(-c2ccc(NC(=O)c3ccccc3F)cc2)n1)NCc1ccc(F)cc1	-9%	1%	10%	i	6%	0.1	-0.1%	8%	16%
O=S(=O)(Cc1ccc(Cl)cc1)c1ccccc1-c1nnc(-c2ccc(Cl)cc2)o1	-13%	0%	8%	i	-5%	0.5	0.2%	8%	?
O=C(CCCOc1ccc(Cl)cc1Cl)NC(Cc1ccccc1)C(=O)O (stereo not given)	5%	.	-14%	i	-10%	-3.6	3.9%	-24%	0%
COc1ccc(N2C(=O)CC(N3CCN(S(=O)(=O)c4cc(C)ccc4C)CC3)C2=O)cc1 (stereo not given)	7%	0%	-7%	i	23%	0.1	0.8%	-19%	17%
CCC(C)[C@H](NC(=O)[C@@H]1Cc2ccccc2CN1)C(=O)NCc1ccc(OC)cc1 (stereo not given in full)	7%	1%	9%	i	-13%	-13	0.4%	-6%	-4%
COc1ccc(-c2nn(CC(=O)NCc3ccccc3)c3c2cnc2ccc(F)cc23)cc1	3%	.	7%	.	-22%	.	4.6%	2%	?
c1ccc(-c2nc(NCCCN3CCOCC3)c3ccccc3n2)cc1	-6%	-1%	1%	i	-1%	-5.7	4.8%	-32%	1%
CCN(CC)CCn1c2c(c(SCC(=O)Nc3cccc4ccccc34)nc1=O)CCCC2	-4%	1%	0%	i	10%	-0.7	0.3%	-15%	8%
O=C1C=C(C2CCCCC2)C(=O)c2ccccc21	4%	.	-24%	i	16%	-4.4	7.6%	-17%	-8%
COc1ccc(Nc2cc(C(=O)NCCCN(C)C3CCCCC3)c3ccccc3n2)cc1	-6%	.	-5%	.	-5%	.	0.2%	-29%	2%
CCOC(=O)c1c(NC(=O)c2cc(-c3ccc(OC)cc3)on2)sc(C)c1C	4%	.	0%	.	-1%	.	-0.4%	12%	9%
COc1cccc(/C=N/NC(=O)c2nnn(-c3nonc3N)c2-c2cccs2)c1	-7%	2%	-3%	i	9%	-5.4	-0.6%	0%	1%
O=S(=O)(Nc1cc(C(F)(F)F)ccc1N1CCOCC1)c1ccc2ccccc2c1	-6%	3%	?	i	20%	-0.8	4.6%	-22%	?
OCc1ccccc1-c1nc(NCC2CC2)nc2ccsc12	.	.	-1%	i	3%	0.2	4.9%	-18%	.
COc1ccc(N(CC(=O)NCCSC(C)(C)C)S(C)(=O)=O)c(OC)c1	5%	1%	-29%	i	3%	-1.7	-1.0%	1%	21%
Cc1c(Cl)cccc1NC(=O)COC(=O)CN1C(=O)NC(C)(C)C1=O	4%	0%	3%	i	-8%	-1.3	-0.1%	-2%	12%
O=C(NCC1CC1)C1Cc2c(-c3ccccc3Oc3ccccc3)ccnc2O1 (stereo not given)	.	.	2%	i	7%	-0.7	-0.4%	-23%	.
C[C@@H]1CN([C@@H](C)CO)C(=O)CCCn2nncc2CO[C@H]1CN(C)C(=O)Nc1ccc(C(F)(F)F)cc1	.	.	?	i	-5%	-3.1	2.4%	-60%	.
CCCN(CCC)CCN1C(=O)C2C(C(=O)Nc3cccc(SC)c3)C3C=CC2(O3)C1C(=O)NC1CCCCC1 (stereo not given)	?	-1%	-1%	i	0%	-18	4.4%	-21%	0%
O=C(NCCN1CCOCC1)NC1(C(F)(F)F)Oc2ccccc2O1	?	1%	-3%	i	5%	0.8	?	-5%	?
COc1cc(NS(C)(=O)=O)c(OC)cc1NC(=O)c1ccccc1	3%	2%	0%	i	6%	0.8	16%	-7%	1%
CC1CC(CCC(=O)NC(=S)Nc2ccc(Cl)cn2)C(=O)O1 (stereo not given)	0%	2%	-33%	i	0%	-2.2	-0.4%	-15%	2%
Cc1ccc2oc(/N=C(\N)NC(=O)C3CC3)nc2c1	11%	3%	-18%	i	11%	-0.6	0.2%	-17%	?
Cc1ccc(S(=O)(=O)N2CCN(C(=O)c3ccccc3OCc3c(C)noc3C)CC2)cc1C	0%	1%	4%	i	11%	-0.1	-0.4%	-8%	-11%

Complete entries as entered above:
Cc1ccc(S(=O)(=O)N2CCN(C(=O)c3ccccc3OCc3c(C)noc3C)CC2)cc1C across the screens: A549 viability = 0%; MmCpn inh = 1%; TGFb SMAD3 inh = 4%; pAkt inh = i; Abeta yeast res = 11%; CCT chaperon mod = -0.1; Nrf2 ARE act = -0.4%; HepG2 tox = -8%; Nrf2 inh = -11%
COc1cccc(/C=N/NC(=O)c2nnn(-c3nonc3N)c2-c2cccs2)c1 across the screens: A549 viability = -7%; MmCpn inh = 2%; TGFb SMAD3 inh = -3%; pAkt inh = i; Abeta yeast res = 9%; CCT chaperon mod = -5.4; Nrf2 ARE act = -0.6%; HepG2 tox = 0%; Nrf2 inh = 1%

Returning to the listing with the 2 entries that preceded the break.
SMILES	A549 viability	MmCpn inh	TGFb SMAD3 inh	pAkt inh	Abeta yeast res	CCT chaperon mod	Nrf2 ARE act	HepG2 tox	Nrf2 inh
Cc1ccc2oc(/N=C(\N)NC(=O)C3CC3)nc2c1	11%	3%	-18%	i	11%	-0.6	0.2%	-17%	?
Cc1ccc(S(=O)(=O)N2CCN(C(=O)c3ccccc3OCc3c(C)noc3C)CC2)cc1C	0%	1%	4%	i	11%	-0.1	-0.4%	-8%	-11%
CCOc1ccc(C2/C(=C(\O)c3cccc(OC)c3)C(=O)C(=O)N2c2ccccn2)cc1OC (stereo not given)	-8%	-3%	3%	i	-22%	0.3	9.1%	28%	5%
COc1ccc(OC)c(NC(=O)c2cc3c(=O)n4cccc(C)c4nc3n2C)c1	0%	.	-6%	.	-6%	.	-0.3%	-16%	16%
CC(OC(=O)c1ccncc1)C(=O)Nc1ccc([N+](=O)[O-])cc1Cl (stereo not given)	1%	-1%	-10%	i	24%	1.3	0.8%	-19%	11%
NC(=O)c1ccc[n+](CC(=O)c2ccc(Cl)c(Cl)c2)c1	-8%	0%	12%	i	9%	-1.6	0.5%	2%	5%
O=C(N[C@H](CO)[C@H](O)c1ccc([N+](=O)[O-])cc1)C(Cl)Cl	-6%	.	1%	i	-9%	1.4	0.2%	-2%	6%
O=C(CCN1CCCCC1)c1ccc2c(c1)OCO2	0%	-2%	?	i	-38%	-2.6	?	-78%	-8%
CC1(C(=O)Nc2ccc3ccccc3c2)CCC(=O)N1C1CC1 (stereo not given)	.	.	-17%	i	-9%	0.0	-0.8%	3%	.
COc1ccc(CN2C[C@@H](CO)O[C@@H](n3cnc4c(NCc5ccc(F)cc5)ncnc43)C2)cc1	.	.	-2%	i	-2%	1.3	4.1%	-14%	.
CC(C)CNC(=S)N(CCO)Cc1cc2cc3c(cc2[nH]c1=O)OCO3	-2%	1%	?	i	-11%	1.2	0.1%	-47%	5%
C(=C\c1nccc2c1[nH]c1ccccc12)/c1ccccc1	-2%	-3%	?	i	0%	-0.9	5.8%	20µM*	?
C=CCc1c(C)nn(CC(=O)O)c1-c1ccccc1	-4%	1%	3%	i	10%	-4.5	-0.1%	17%	6%
CCc1nnc(NC(=O)CCN2C(=O)CCC2=O)s1	-3%	2%	-3%	.	9%	-2.6	-1.0%	-2%	2%
O=C(NC1CCCCC1)C1CCC(=O)N(Cc2cccc(C(F)(F)F)c2)C1 (stereo not given)	-5%	0%	-12%	i	-13%	-0.3	0.1%	2%	14%
CCc1nc2ccc(C)cc2c(C(=O)NC2CCCCC2C)c1C (stereo not given)	-4%	-1%	-14%	.	3%	-3.4	-0.2%	-20%	6%
O=c1[nH]ncc2c3ccccc3n(Cc3ccccc3)c12	1%	0%	4%	.	16%	-2.0	-1.0%	-10%	-11%
CCC(C)(C)NC(=O)C(NS(=O)(=O)c1cccs1)c1ccccc1 (stereo not given)	4%&2%	-2%	-3%&10%	i	-6%&-9%	-0.7	-0.1%&-0.5%	-3%&1%	26%
CCOC(=O)C(NC(=O)c1ccccc1)(OCc1ccccc1)C(F)(F)F (stereo not given)	-9%	2%	1%	i	?	-2.2	-0.2%	-10%	1%

An excerpt from above in order of the CCT chaperon mod value, largest number first:
SMILES | CCT chaperon mod
COc1ccc(CN2C[C@@H](CO)O[C@@H](n3cnc4c(NCc5ccc(F)cc5)ncnc43)C2)cc1 | 1.3
CC(C)CNC(=S)N(CCO)Cc1cc2cc3c(cc2[nH]c1=O)OCO3 | 1.2
O=C(CCN1CCCCC1)c1ccc2c(c1)OCO2 | -2.6
